Screening data (PubChem BioAssay)
SNCA viab count: reduces viability of HEK-293 SNCA reporter cells. 150,000 compounds, 0.12% hits. AID 1671193. HEK-293-SNCA-luc viability, GF-AFC fluorescence, 24 h. Potency, µM (top dose mostly 57.1 µM), for inactives: top-dose activity change, negative = cytotoxicity, most hits filed as cytotoxic;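 note: potency is the fitted concentration of half-maximal effect; 0% = DMSO-treated cells and -100% = medium-only wells without cells; nearly all actives have a fitted effect of over 30% in size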
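HEK-293-SNCA-luc cells (1500/well) plated 24 h, then exposed 24 h to a dilution series; GF-AFC added 30 min at 37C, fluorescence 405/540 nm; normalised to medium-only and DMSO wells, Hill fit.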
IP6K1 inhibitor: blocks human inositol hexakisphosphate kinase 1; Q92551; IP6K1 kinase, ADP-Glo luminescence, 2 h; active compounds read low; activity change, % (series mostly up to about 58 µM); 140,000 compounds, 0.81% hits; AID 1645851; in the data active = activity change below about -25%
Target sequence (Q92551 whole entry, looked up): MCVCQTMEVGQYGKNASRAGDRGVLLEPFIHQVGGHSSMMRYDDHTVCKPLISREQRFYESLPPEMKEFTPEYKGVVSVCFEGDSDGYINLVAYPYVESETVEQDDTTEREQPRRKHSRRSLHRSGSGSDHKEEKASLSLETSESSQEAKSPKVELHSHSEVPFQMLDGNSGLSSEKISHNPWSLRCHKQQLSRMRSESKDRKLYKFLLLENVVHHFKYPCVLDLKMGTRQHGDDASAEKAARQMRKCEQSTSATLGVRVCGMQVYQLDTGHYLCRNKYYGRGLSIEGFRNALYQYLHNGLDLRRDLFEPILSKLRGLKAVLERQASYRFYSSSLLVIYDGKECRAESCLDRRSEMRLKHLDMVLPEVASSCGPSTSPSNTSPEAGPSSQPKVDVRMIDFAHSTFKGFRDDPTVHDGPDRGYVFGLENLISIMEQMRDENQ
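ADP-Glo luminescence measures ADP made by human IP6K1 during a 2 h RT reaction with ATP/IP6 (mix at 1.3 mM/130 uM); top library doses 57.5 and 19.1 uM final.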
HEK293 tox: kills HEK 293 cells | HEK 293 viability, ATP luminescence (CellTiter-Glo), 48-72 h | Potency, µM (titrated, usually from 115 µM), for inactives: at the highest dose activity change, negative = cytotoxicity, most hits filed as inhibitors | 94,000 compounds, 6.6% hits | AID 1345083; note: potency is the fitted concentration of half-maximal effect; nearly all actives have a fitted effect of over 60% in size
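HEK 293 cells at 250 cells/well were exposed to compounds by pintool transfer for 48 or 72 hr at 37 degree Celsius, 5% CO2. Viability was read as ATP-coupled luminescence with CellTiter-Glo after 10 min at room temperature.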
SNCA expr inhib: reduces expression of the alpha-synuclein gene | HEK-293 SNCA-luciferase knock-in, luminescence, 24 h | Potency, µM (top dose mostly 57.2 µM), inactives show at the top dose activity change, negative = inhibition, most hits filed as inhibitors | 140,000 compounds, 0.17% hits | AID 1671194;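 note: potency is the fitted concentration of half-maximal effect; plate controls were DMSO cells for no effect and cell-free wells for full effect; nearly all actives have a fitted effect of over 45% in size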
GPT2 inhibitor: inhibitors of human GPT2 alanine aminotransferase; Potency, µM (series often up to 57.7 µM), for the others: at the top dose activity change, negative = inhibition, actives largely listed as inhibitors; 100,000 compounds, 0.25% hits; Q8TD30; Recombinant GPT2, coupled pyruvate oxidase/HRP Amplex Red fluorescence; note: potency is the fitted concentration of half-maximal effect; nearly all actives have a fitted effect of over 60% in size; many of its hits are not listed in these tables
Target sequence (Q8TD30 whole entry, looked up): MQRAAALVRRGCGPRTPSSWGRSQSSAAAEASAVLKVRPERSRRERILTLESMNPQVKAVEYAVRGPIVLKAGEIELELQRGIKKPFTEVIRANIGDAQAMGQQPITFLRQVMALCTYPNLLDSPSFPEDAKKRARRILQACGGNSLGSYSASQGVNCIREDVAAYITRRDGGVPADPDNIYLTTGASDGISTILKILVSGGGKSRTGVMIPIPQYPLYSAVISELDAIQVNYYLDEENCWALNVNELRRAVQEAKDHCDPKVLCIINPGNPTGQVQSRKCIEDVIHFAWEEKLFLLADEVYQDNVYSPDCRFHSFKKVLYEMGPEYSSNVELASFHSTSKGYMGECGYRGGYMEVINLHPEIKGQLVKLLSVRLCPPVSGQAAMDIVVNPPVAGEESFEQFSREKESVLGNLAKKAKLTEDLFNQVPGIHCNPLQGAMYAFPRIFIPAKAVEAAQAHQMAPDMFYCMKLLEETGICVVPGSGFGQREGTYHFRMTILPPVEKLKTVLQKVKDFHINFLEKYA
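Recombinant GPT2 (10ng/uL) with 250uM a-KG and 2mM L-alanine, 30 min at room temperature, in HEPES pH 7.5 buffer. Pyruvate detected by pyruvate oxidase/HRP/Amplex Red fluorescence after 30 min in the dark; AOA (50uM) as positive control.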
3T3 cytotox: cytotoxic compounds in NIH 3T3 cells | NIH 3T3 viability, CellTiter-Glo ATP luminescence, 48-72 h | Potency, µM (series often up to 96.7 µM), without a hit: at the top dose activity change, negative = cytotoxicity, actives largely listed as inhibitors | 94,000 compounds, 4.3% hits | AID 1345082; note: potency is the fitted concentration of half-maximal effect; nearly all actives have a fitted effect of over 55% in size
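Viability of NIH 3T3 cells after 48 or 72 hr compound treatment at 37 °C was assessed by CellTiter-Glo, with luminescence imaged following a 10 min room-temperature step.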
Luciferase inh: blocks purified firefly luciferase enzyme activity; 76,000 compounds, 2.5% hits; Potency, µM (titrated, usually from 115 µM), for inactives: top-dose activity change, negative = inhibition, most hits filed as inhibitors; purified P. pyralis luciferase, luminescence, biochemical; note: potency is the fitted concentration of half-maximal effect; nearly all actives have a fitted effect of over 65% in size
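Inhibitors were tested against purified firefly luciferase in a biochemical, low-substrate format (both substrates at 10uM) and luminescence measured with a CCD imager.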
An asterisk follows results filed as active; i = inactive; ? = inconclusive; · = no result given; [ ] = another dose, or the depositor's remark. Unless noted, calls come from the whole dose curve; as a rule, active = well fitted curve in the direction sought with a large enough effect; inconclusive = small, poorly fitted or top-dose-only effect, or another doubt; inactive = no such curve, though single readings can be large; an effect the other way counts as inactive or inconclusive. Unless noted, % is set by controls: 0 for no effect and ±100 for the full control effect. An excerpt; rates above refer to the full screens.

SMILES	SNCA viab count	IP6K1 inhibitor	HEK293 tox	SNCA expr inhib	GPT2 inhibitor	3T3 cytotox	Luciferase inh
CC1=C[C@@H](CN2CCCC2)[C@H](C(C)C)C[C@H]1Cc1nnc(-c2ccc([N+](=O)[O-])cc2)o1	?	-3	35µM*	-28%[87.6 µM]	i	?	11%[172 µM]
CCN1C(=O)C2CC3(CCN(Cc4ccc5cc[nH]c5c4)CC3)CN2C1=O (stereo not given)	11%	-10	?	6%	-12%	-4%	2%
COc1ccc(OC)c(CNC(=O)c2cc3c(-c4ccc(OC)c(OC)c4)nn(C)c3s2)c1	-8%	13	·	23%	·	·	·
COc1ccc(CNC(=O)C[C@@H]2CCNC[C@@H]2Cc2cc(-c3ccc(C(C)(C)C)cc3)on2)cc1OC	?	7	25µM*	?	2%	25µM*	0%
Cc1nn(-c2ccccc2)c2c1C(C1CC1)N(CC1CN(C(=O)c3ccccc3F)C1)C2=O (stereo not given)	·	23	?	·	·	?	·
COC(=O)c1c(C)oc2ccc(N(C(=O)c3ccncc3)S(=O)(=O)c3ccc(Br)cc3)cc12	-6%	20	·	?	·	·	·
CCOC(=O)c1cnc2cc(C(F)(F)F)ccc2c1N1CCN(c2ccc(F)cc2)CC1	9%	12	·	-14%	·	·	·
O=C(O)CCC(=O)N[C@H]1CCN2C(=O)c3cc(-c4ccccc4)ccc3NC(=O)[C@H]12	0%[87.6 µM]	-8	i	4%[87.6 µM]	0%[88.5 µM]	-19%[174 µM]	2%[172 µM]
O=C(Nc1ccccc1)N1CCC(Oc2ncccc2C(=O)N2CCOCC2)C1 (stereo not given)	7%	31	0%	-7%	i	i	-2%
Cc1ccc2c(c1)cc1c(=O)n(CC(=O)N(C)c3ccccc3)nc(C)n12	-4%	-9	·	20%	·	·	·
CCOC(=O)C1(C/C=C/c2ccccc2)CCCN(C(=O)C2CCOCC2)C1 (stereo not given)	3%	32	89µM*	5%	1%	-7%	-9%
CCOc1ccc(C(=O)N2CC(=O)Nc3ccc(C)cc3C2c2ccc(F)cc2)cc1OCC (stereo not given)	-7%	-18	·	0%	·	·	·
CN(C)C1CCN(S(=O)(=O)c2ccc3c(c2)CN(C(=O)c2ccccn2)CC3)C1 (stereo not given)	2%	-6	-8%	31%[activator]	-26%	-5%	0%
O=C(NC1CCCC1)N1CCCC(C(=O)N2CCC(c3nc4ccncc4[nH]3)CC2)C1 (stereo not given)	2%	-8	i	-28%	i	-3%	·
COc1cccc(CC(=O)NCC2Cn3cccc3C(=O)N2Cc2ccccc2)c1 (stereo not given)	-6%	-7	-18%	-3%	i	-28%	-4%
COc1ccc(C(=O)N2CCc3nnc([C@@H]4C[C@@H](O)CN4C)n3CC2)cn1	2%	0	-4%	-3%	i	i	-3%
COCCCNC(=O)N1CCc2nn(C)c(=O)n2CC1	6%	0	i	1%	5%	4%	-2%
Cn1c(CCC(=O)N2CC[C@H](CO)[C@H](O)C2)nc2cccnc21	5%	-3	?	-6%	1%[11.5 µM]	-16%	-6%
CC1(C(=O)O)CCCCC(=O)N1 (stereo not given)	-2%	1	2%	-27%	i	i	-4%
CCOC(=O)Cn1c(=O)n(CC2CCCO2)c2nc(-c3ccccc3)nc(C(N)=O)c21 (stereo not given)	1%	9	·	43%[activator]	·	·	·

Compound profiles (already shown). Order of values: SNCA viab count | IP6K1 inhibitor | HEK293 tox | SNCA expr inhib | GPT2 inhibitor | 3T3 cytotox | Luciferase inh
COCCCNC(=O)N1CCc2nn(C)c(=O)n2CC1 is entered as 6% | 0 | i | 1% | 5% | 4% | -2%
CCOC(=O)Cn1c(=O)n(CC2CCCO2)c2nc(-c3ccccc3)nc(C(N)=O)c21 (stereo not given) is entered as 1% | 9 | · | 43%[activator] | · | · | ·
O=C(NC1CCCC1)N1CCCC(C(=O)N2CCC(c3nc4ccncc4[nH]3)CC2)C1 (stereo not given) is entered as 2% | -8 | i | -28% | i | -3% | ·
Cn1c(CCC(=O)N2CC[C@H](CO)[C@H](O)C2)nc2cccnc21 is entered as 5% | -3 | ? | -6% | 1%[11.5 µM] | -16% | -6%
CCOc1ccc(C(=O)N2CC(=O)Nc3ccc(C)cc3C2c2ccc(F)cc2)cc1OCC (stereo not given) is entered as -7% | -18 | · | 0% | · | · | ·

Next part.
SMILES	SNCA viab count	IP6K1 inhibitor	HEK293 tox	SNCA expr inhib	GPT2 inhibitor	3T3 cytotox	Luciferase inh
COc1ccc(Cn2c(C3CCN(C(=O)Cc4cccc(C)c4)CC3)n[nH]c2=O)cc1	4%	17	10%	-13%	-8%	-26%	10%
CC(C)N1CC2CCC(C1)N2Cc1cccc(-c2ccsc2)c1	-15%	-3	?	-9%	i	?	·
COc1ccccc1-c1[nH]nc2ncc(C(=O)NCCc3ccccn3)nc12	?	10	63µM*	2%[87.6 µM]	3%[88.5 µM]	?	7%[172 µM]
O=C(O)C[C@H](O)C[C@H](O)C=Cc1c(C2CC2)nc2ccccc2c1-c1ccc(F)cc1	-4%	·	·	?	i	·	·
CCCn1c(=O)c2[nH]c(-c3ccc(OCC(=O)NCCN)cc3)nc2n(CCC)c1=O	3%	·	·	7%	-5%	·	·
CN1CCN(C(=O)c2cc(-c3ccc(F)cc3)c3nncn3n2)CC1	-4%	4	-12%	-3%	i	-21%	·
CCc1noc(Cn2nc(-c3ccccc3)c3ccccc3c2=O)n1	4%	8	-5%	4%	-1%	-23%	-13%
Cc1ccc(-c2cc(NC(=O)c3cccc(C)c3)on2)cc1	-6%	-19	·	52%[activator]	·	·	·
O=C1N[C@@H]2CCN(S(=O)(=O)c3cccs3)[C@@H]2C(=O)N1Cc1ccccc1	-2%[87.6 µM]	-10	-26%[172 µM]	-10%[87.6 µM]	i	1%[174 µM]	8%[172 µM]
O=C(NCCNC(=O)c1ccc(-c2cccc(C(F)(F)F)c2)cc1)NC1CCCC1	·	15	-20%	·	·	-27%	·
O=C(Cn1ccn2nc3c(c2c1=O)CCCC3)NCc1ccccc1	-1%	-14	-15%	?	i	-7%	-12%
COc1cccc([S+](=O)([O-])N2CCC3(C2)NC(=O)c2ccccc2CO3)c1 (stereo not given)	7%	14	?	-14%	?	-27%	-11%
C[C@]12C=CC(=O)C=C1CC[C@@H]1[C@@H]2[C@@H](O)C[C@@]2(C)[C@H]1CC[C@]2(O)C(=O)COC(=O)CCC(=O)O	4%	8	·	·	-8%	·	·
Cc1cnc(C2CC2)n1C1CCN(C(=O)N(C)C)CC1	7%	9	?	-3%	i	-8%	-4%
COc1ccc(CN2CCC3(CC2)CC(C)=NO3)cc1	13%[87.6 µM]	4	-11%[172 µM]	14%[87.6 µM]	i	-6%[138 µM]	-4%[172 µM]
CCN(CC)C(=O)N1CCCC(c2nc(CCOCC3CCOCC3)no2)C1 (stereo not given)	-5%	-1	-24%	10%	4%	-16%	-1%
COc1ccc(C(=O)OC2C3C=COC(OC4OC(CO)C(O)C(O)C4O)C3C3(CO)OC23)cc1OC (stereo not given)	-5%[23.9 µM]	-4	·	·	2%[27.3 µM]	·	·
COc1cccc(-c2ccc(C(=O)N3CCC(NC(=O)Cc4cccc(Cl)c4)CC3)cc2)c1	-3%	10	25µM*	-15%	-7%	?	·
Cc1ccc(C2=NC3(CCN(C(=O)c4sccc4C)CC3)ON2)cc1	-14%	2	-11%	55%[activator]	-3%	-5%	?
CCOc1ccc(Sc2cc(C(=O)NCc3ccc(F)cc3)c3ccccc3n2)cc1	2%	-5	·	-1%	·	·	·
COc1ccc(CN2C=C(C(=O)OCc3cc(=O)n4ccccc4n3)C(C)=NS2(=O)=O)cc1	-5%	-9	-24%	-10%	-2%	?	-14%
O=C(O)CC[C@@H]1CN(C(=O)c2ccc(CO)o2)CC[C@@H]1N1CCOCC1	0%	-11	-13%	29%	4%	i	14%
CCn1c(=O)c2cc(C(=O)NCCCN(C)Cc3ccccc3)sc2c2ccccc21	2%	7	·	81%[activator]	·	·	·
COc1ccc2c(c1)-c1nc(NC(=O)c3ccc(OC)c(Br)c3)sc1CC2	-6%	29	·	9%	·	·	·
CCn1ncc(CN(C)C(=O)CC2C(=O)NCCN2C(C)C)c1C (stereo not given)	4%	-7	-7%	-1%	-19%	-1%	-9%
COc1ccc([C@H]2C[C@@H](O)[C@@H](O)[C@@H]2NC(=O)c2cccc(OC)c2)cc1	-10%[87.6 µM]	4	-5%[172 µM]	8%[87.6 µM]	-15%[88.5 µM]	0%[138 µM]	-4%[172 µM]
O=C(C1CCCN1C(=O)C1CCCC1)N1CCC(c2nc3ccncc3[nH]2)CC1 (stereo not given)	2%	-2	4%	-9%	5%	-12%	·
CCOCCOC1CCN(C(=O)c2cc3ccccc3[nH]2)CC1	-12%[12.5 µM]	11	-1%	86%[activator]	-5%	-25%	?
COc1ccc(-c2ccnc3nc(-c4cccs4)nn23)cc1	-2%	6	?	76%[activator]	-4%	?	?
Cn1c(CCNC(=O)C2CCN(c3cn[nH]c(=O)c3)C2)nc2ccccc21 (stereo not given)	11%	7	-7%	11%	-27%	-14%	0%
COc1ccc(CN(C)Cc2cccc(C(F)(F)F)c2)cc1	0%[87.6 µM]	12	?	25%[87.6 µM]	3%[88.5 µM]	-9%[138 µM]	·
O=C(c1ccsc1)N1CCc2c(nc3cc(-c4ccccc4Cl)[nH]n3c2=O)C1	-4%	31	-12%	43%[activator]	i	40µM*	35µM*
OC1(CNCc2nc(-c3ccncc3)n[nH]2)CNCCOC1 (stereo not given)	0%	4	i	-13%	-18%	-2%	0%
COc1cccc(NC(=O)CN2C(=O)NC3(CCCCC3)C2=O)c1	6%	6	11%	?	-11%	0%	4%
CCc1c(C)sc2c1CCN(C(=O)Nc1cc(C)cc(C)c1)C2c1ccccc1 (stereo not given)	0%	14	·	-5%	·	·	·
CC1(C(=O)N2CCCC2C(=O)Nc2cccc(-n3cccn3)c2)CC1 (stereo not given)	3%	16	2%	16%	i	-16%	-2%
Cc1nc(SCCOc2ccc(Cl)cc2)[nH]c(=O)c1Cc1ccccc1	-2%	8	·	57%[activator]	·	·	·
COc1cccc(CNC(=O)c2cccc(NC(=O)c3nsc4ccccc34)c2)c1	1%	4	·	144%[activator]	·	·	·
CCC1=NS(=O)(=O)c2cc(NC(C)=O)ccc2N1CC(C)C	3%	-7	i	13%	i	i	-3%
COc1ccc(NC(=O)CN2C(=O)COc3ccc(S(=O)(=O)N4CCCCC4)cc32)cc1Cl	?	5	·	-9%	·	·	·
Cn1nc(C(=O)Nc2ccc3c(c2)C(=O)N2CCC[C@H]2C(=O)N3)c2ccccc21	5%	-6	?	5%	i	-2%	4%
FC(F)(F)c1ccc(CN2CCNc3cc(Nc4ccccc4)ncc3C2)cc1	?	-18	45µM*	?	i	25µM*	?
Cc1cc(Br)cc(C)c1NC(=O)c1sc2ncn(Cc3cccc(F)c3)c(=O)c2c1C	-17%	9	·	4%	·	·	·
CC(C)(C)CN1CCCC12Cc1ccccc1CNC2=O (stereo not given)	-16%[87.6 µM]	-5	?	?	i	?	·
